Screens: PubChem BioAssay, several laboratories
NR1D1 modulator – modulators of Rev-erb alpha DNA binding, primary screen, biochemical, FITC-DNA, fluorescence polarization, uHTS; Nuclear receptor subfamily 1 group D member 1 (Homo sapiens), P20393; Rev-erbα–FITC-DNA binding, 90 min; activity, % at 10 µM; 370,000 tested, 0.79% active; AID 1259318, 2017;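 active = activity above about 14%, limit read from the data; passing the limit was not always enough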;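 also: 0% = DMSO wells with 35 nM protein and 100% = DMSO wells with 750 nM protein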
Target sequence (P20393 whole entry, looked up): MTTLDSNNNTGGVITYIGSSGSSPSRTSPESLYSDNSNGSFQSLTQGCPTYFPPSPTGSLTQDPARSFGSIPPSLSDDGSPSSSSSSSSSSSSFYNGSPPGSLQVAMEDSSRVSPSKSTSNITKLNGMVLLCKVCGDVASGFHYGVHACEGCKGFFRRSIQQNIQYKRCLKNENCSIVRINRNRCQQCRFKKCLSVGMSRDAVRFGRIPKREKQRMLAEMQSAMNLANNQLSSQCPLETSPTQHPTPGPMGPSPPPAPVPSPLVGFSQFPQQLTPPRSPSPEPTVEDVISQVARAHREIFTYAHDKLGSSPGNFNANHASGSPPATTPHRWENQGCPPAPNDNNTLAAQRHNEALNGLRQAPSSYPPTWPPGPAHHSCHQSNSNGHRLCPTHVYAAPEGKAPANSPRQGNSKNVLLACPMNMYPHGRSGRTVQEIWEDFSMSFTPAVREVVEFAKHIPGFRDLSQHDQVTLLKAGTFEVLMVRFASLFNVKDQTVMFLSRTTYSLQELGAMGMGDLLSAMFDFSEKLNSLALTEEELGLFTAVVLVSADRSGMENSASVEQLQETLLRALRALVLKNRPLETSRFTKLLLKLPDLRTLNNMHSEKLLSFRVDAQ
NPR1 activator – GC-A stimulated cGMP production enhancers – HEK293 GC-A cells, cGMP TR-FRET, EC30 ANP, primary screen; Atrial natriuretic peptide receptor 1 (Homo sapiens), P16066; 0% at EC30 ANP, 100% saturating ANP; activation, % at 10 µM; 370,000 tested, 0.14% active; AID 1671463, 2021; in the data active = activation above about 40%
ABHD4 inh – ABHD4 inhibitors, primary screen, biochemical, fluorescence polarization, mouse | (Lyso)-N-acylphosphatidylethanolamine lipase (Mus musculus), Q8VD66 | purified mABHD4, FP-Rh probe fluorescence polarization | inhibition, % at 8.92 µM | 370,000 tested, 0.54% active;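 active = inhibition exceeding the mean over every tested compound plus 3 SD, cut at about 30% in these data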;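 also: 0% = plate median of compound wells and 100% = S159A mutant with DMSO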
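Doses – 8.92 µM, single dose · Material – wild-type mouse ABHD4 protein · Replication – single well per compound (singlicate) · Measure – percent inhibition of probe binding, normalized to plate controls · Schedule – 45 min compound pre-incubation plus 60 min probe step, 25 °C · Detection – fluorescence polarization with parallel and perpendicular emission, 525/598 nm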
SMARCA2 act – SMARCA2 (BRM) function activators, primary screen, cell-based, luminescence, high throughput; activation, % at 9.1 µM; AID 652017, 2013; 370,000 tested, 1% active; MG213 cells, MMTV-luciferase reporter, dexamethasone, overnight; in the data active = activation above about 7.8%;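 also: 0% = vehicle wells and 100% = reference activator wells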
rCAG binder – binders of r(CAG) RNA repeats, primary screen, biochemical, fluorescence; inhibition, % at 3 µM; r(CAG) RNA repeat, TO-PRO-1 dye displacement fluorescence; 370,000 tested, 1.3% active; AID 651821, 2012;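 active = inhibition above the plate cutoff, the mean of all test compounds on that plate plus 3 SD, cut at about 35% in these data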;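 also: 0% = DMSO alone and 100% = 100 µM mitoxantrone as full dye displacement; higher means more dye released from RNA so lower well fluorescence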
ASAP1 inh – inhibitors of human ASAP1 ArfGAP activity, primary screen, biochemical, fluorescence polarization. Arf-GAP with SH3 domain, ANK repeat and PH domain-containing protein 1 (Homo sapiens), …. ASAP1-stimulated ARF1 GTP hydrolysis, GDP FP detection. inhibition, % at 16.5 µM. 360,000 tested, 0.19% active. AID 624377, 2012; in the data active = inhibition above about 25%;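 also: 0% = vehicle with enzyme and substrate and 100% = no enzyme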
PG9 binder – binders of HIV-1 gp120 antibody PG9, primary screen, biochemical, TR-FRET. HIV-1 gp120 / PG9 antibody interaction. TR-FRET gp120-PG9 antibody binding. inhibition, % at 6.7 µM. 360,000 tested, 0.43% active; in the data active = inhibition above about 8.5%
HTRA1 inh – HTRA1 serine protease inhibitors, primary screen, biochemical, fluorescence polarization, HTS | recombinant HTRA1, FP-rhodamine activity-based probe | inhibition, % at 5.96 µM | 340,000 tested, 0.5% active | AID 504803, 2011; in the data active = inhibition above about 36%;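 also: 0% = enzyme with DMSO and 100% = wells lacking enzyme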
Target sequence (Q92743 whole entry, looked up): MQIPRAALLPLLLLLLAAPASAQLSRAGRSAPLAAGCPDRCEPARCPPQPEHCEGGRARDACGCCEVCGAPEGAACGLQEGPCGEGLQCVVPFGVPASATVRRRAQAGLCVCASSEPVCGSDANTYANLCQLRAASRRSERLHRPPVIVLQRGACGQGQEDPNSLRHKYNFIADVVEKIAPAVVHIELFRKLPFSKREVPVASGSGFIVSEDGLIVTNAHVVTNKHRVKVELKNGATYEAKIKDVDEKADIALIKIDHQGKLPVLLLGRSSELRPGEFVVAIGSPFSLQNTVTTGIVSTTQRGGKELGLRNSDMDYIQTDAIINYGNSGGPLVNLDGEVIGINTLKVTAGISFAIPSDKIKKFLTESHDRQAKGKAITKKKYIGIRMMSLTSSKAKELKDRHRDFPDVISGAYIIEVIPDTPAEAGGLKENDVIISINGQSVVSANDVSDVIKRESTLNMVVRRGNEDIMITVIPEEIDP
NPR2 activator – human GC-B receptor activators, primary screen, HEK293 GC-B cells, cGMP TR-FRET, EC30 CNP | 370,000 tested, 0.11% active | activation, % at 10 µM | 0% at EC30 CNP, 100% saturating CNP | AID 1920062, 2024 | Atrial natriuretic peptide receptor 2 (Homo sapiens), P20594;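 active = activation at 10 µM reaching about 35% in either raw or pattern-adjusted values, limit read from the data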
ARFGAP1 inh – inhibitors of rat ARFGAP1 GAP activity, primary screen, biochemical, fluorescence polarization, GDP tracer | ADP-ribosylation factor GTPase-activating protein 1 (Rattus norvegicus), Q62848 | Arfgap1-stimulated ARF1 GTP hydrolysis, GDP FP detection | inhibition, % at 16.5 µM | 360,000 tested, 0.26% active;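 active = inhibition above a per-plate limit, mean inhibition of low control wells plus 3 SD, cut at about 25% in these data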;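 also: 0% = DMSO wells with enzyme and 100% = wells lacking Arfgap1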
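material = rat Arfgap1 catalytic domain, aa 1-136 | also added = human ARF1(Δ1-17)-GTP substrate | compound dosing = one concentration, 16.5 µM, DMSO 1.26% | times = GTP hydrolysis reaction 2 h at 25 °C | measured by = FP, GDP Alexa 633 tracer displaced from anti-GDP antibody, 620/688 nm | evaluation = percent inhibition of Arfgap1-stimulated GTP hydrolysis | replication = single well per compound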
The depositor's hits bear a star; . = no result given. No enrichment for hits. About 4.4% of those tested had a hit in this group.

SMILES,NR1D1 modulator,NPR1 activator,ABHD4 inh,SMARCA2 act,rCAG binder,ASAP1 inh,PG9 binder,HTRA1 inh,NPR2 activator,ARFGAP1 inh
COc1ccc(C(C)(C)C)cc1NC(=O)Cn1cnnn1,-2.8,-0.2,-3.0,-0.3,1.4,1.0,-0.3,9.9,-1.8,1.2
Cc1ccc(N2CCN(C(=O)c3cccs3)CC2)c(C)c1,-3.9,3.4,-16.0,-1.9,-4.7,-2.1,-1.9,4.2,-0.4,-10.9
CC1Cc2cc(/C(O)=C3\C(=O)C(=O)N(CCN(C)C)C3c3ccccc3F)ccc2O1 (stereo unspecified),1.2,4.0,1.8,-0.7,1.1,-5.7,6.6,11.0,2.8,4.8
Cc1ccc(-c2cc(C(F)F)nc(N3CCOCC3)n2)cc1,4.6,-3.0,-3.9,1.7,-1.8,-15.0,0.0,-5.4,-0.1,-4.5
O=C(CN1CCN(C(=O)c2ccccc2)CC1)Nc1ccc(Br)cn1,-2.5,-3.3,4.8,-0.6,0.1,5.1,-0.8,7.9,-2.9,11.2
COc1ccccc1/C=C/CN1CCCC(CO)(Cc2cccc(Cl)c2)C1 (stereo unspecified),-1.8,-23.4,12.4,4.5,-5.8,3.2,0.5,-22.6,-9.6,-0.1
CC(Oc1ccc(Cl)cc1)c1ccc(C#N)c(=O)[nH]1 (stereo unspecified),1.6,0.6,4.7,-4.2,2.6,12.1,-1.1,-4.3,3.9,14.3
O=C(NCCN1CCOCC1)C1CC(=O)N(c2cccc(C(F)(F)F)c2)C1 (stereo unspecified),-3.1,0.8,1.8,3.6,0.1,8.0,0.2,0.0,-4.4,-4.6
COc1cc(Cc2nc3ccc(S(=O)(=O)N4CCOCC4)cc3[nH]2)cc(OC)c1OC,0.0,0.1,2.6,-0.5,-5.8,4.7,-0.8,-4.0,-7.5,15.2
CC(=O)c1cc2c(cc1NC(=O)CCc1c(C)nc3ncnn3c1C)OCO2,4.1,-2.6,1.0,1.6,5.0,1.7,-1.6,1.4,-2.4,0.7

Later entries.
SMILES,NR1D1 modulator,NPR1 activator,ABHD4 inh,SMARCA2 act,rCAG binder,ASAP1 inh,PG9 binder,HTRA1 inh,NPR2 activator,ARFGAP1 inh
Cc1nn(-c2cccc(C(F)(F)F)c2)c(Cl)c1/C=N/Nc1cccc(C(=O)O)c1,-6.3,-7.5,6.9,12.5*,44.0*,-2.8,-1.4,-8.0,-2.2,-6.0
COCCCN(CC(=O)NCc1ccccc1)S(=O)(=O)c1ccc(C)cc1,1.9,1.8,4.0,0.2,0.3,15.2,-0.2,-2.1,-1.4,4.5
Cc1cccn2cc(CSc3nnc(Nc4ccc(C(C)C)cc4)s3)nc12,-4.2,1.7,-4.7,1.6,4.3,11.0,-3.3,-24.8,-4.4,-2.2
Cc1cc(Nc2ccccc2)n(C(=O)c2ccccc2)n1,7.9,-2.1,2.0,6.8,-1.9,1.9,-1.9,15.7,-1.1,8.8
O=C(O)CCCSc1nccn1-c1ccccc1,-2.9,-3.0,0.0,2.8,-3.4,-0.1,-1.0,4.1,-0.8,6.5
COc1cccc(C2(C)NC(=O)N(CC(=O)Nc3ccc(N4CCOCC4)cc3)C2=O)c1 (stereo unspecified),-0.6,1.9,1.9,3.7,3.0,-3.2,-3.4,6.4,0.4,-0.3
CC(=O)Nc1ccccc1-c1nnc(SCc2ccccc2Cl)[nH]c1=O,-0.8,2.8,-3.3,0.4,12.0,0.2,-1.4,-0.4,3.0,-1.8
O=C(CSc1nnc(-c2cccnc2)s1)Nc1ccnc2ccccc12,2.4,-1.4,6.2,-6.1,2.9,3.1,-3.9,4.6,-2.7,2.1
C[C@@H]1CN([C@@H](C)CO)C(=O)CCCn2nncc2CO[C@H]1CN(C)S(=O)(=O)c1cccs1,-0.7,-1.1,-3.1,-3.3,1.5,-3.9,-1.3,-2.2,1.2,20.1
CSCCC(NS(=O)(=O)c1ccc(Cl)cc1)C(=O)OCC(=O)N1CCCc2ccccc21 (stereo unspecified),6.1,-1.2,-1.1,-4.9,2.7,-1.4,-2.3,-28.9,3.5,10.8

Later entries
SMILES,NR1D1 modulator,NPR1 activator,ABHD4 inh,SMARCA2 act,rCAG binder,ASAP1 inh,PG9 binder,HTRA1 inh,NPR2 activator,ARFGAP1 inh
CCCCNC(=O)COC(=O)c1ccc(F)cc1Cl,-1.6,0.9,-0.5,-4.5,-1.3,-2.9,-0.6,-2.6,1.1,-0.2
CCOc1ccc(S(=O)(=O)NCCC(=O)NC(C)CCc2ccccc2)cc1 (stereo unspecified),-6.0,-0.7,2.3,1.0,-5.2,10.2,-1.2,-5.8,-3.7,1.5
CS(=O)(=O)N(CC(=O)NCc1ccccn1)c1ccc2c(c1)OCCO2,-2.4,4.2,6.0,-1.6,-3.2,4.1,0.7,0.5,4.4,-5.9
CN1CCN(C2=Nc3c(Cl)cc(Cl)c4cccc2c34)CC1,10.1,-19.5,1.4,-1.2,-20.5,-2.5,-3.5,11.1,-25.0,-3.4
Cc1cc(C(=O)Nc2c(F)cc(F)cc2Br)cs1,-2.5,-3.2,-4.9,-3.2,-0.2,-6.5,0.8,0.0,4.2,12.7
COC(=O)C1=C(C)Nc2c(c(=O)n(C)c(=O)n2C)C1c1ccc(C)cc1 (stereo unspecified),-3.6,1.6,-3.1,-2.1,-2.3,-5.1,-2.1,-4.0,0.6,-1.6
CCCCn1nc(NC(=O)COC)c2cc3cc(OC)ccc3nc21,-0.5,8.2,-2.4,-1.8,-0.2,-13.0,-5.5,-7.0,-2.8,1.8
CCC(C)[C@H]1CNC(=S)N1CCc1cccc2ccccc12 (stereo partly specified),5.8,-7.3,-19.1,-1.8,-2.4,-3.4,3.3,-18.5,-5.6,8.2
COc1ccc(C(=O)C2CCN(CC(=O)NCc3ccccc3)CC2)cc1,-4.8,-0.9,-8.0,-0.9,-5.0,1.6,-0.5,-0.5,1.6,5.2
COC(=O)c1cc2c(ccn2-c2ccc(F)cc2)n1Cc1ccc(C#N)cc1,6.8,-3.5,-10.2,-0.1,0.1,-1.2,-2.4,1.6,-0.6,0.3

Later entries.
SMILES,NR1D1 modulator,NPR1 activator,ABHD4 inh,SMARCA2 act,rCAG binder,ASAP1 inh,PG9 binder,HTRA1 inh,NPR2 activator,ARFGAP1 inh
COc1cccc(NC(=O)Cn2c(CCC(=O)O)ccc2-c2ccccc2)c1,2.0,3.4,-0.6,0.0,16.4,18.3,-1.0,-6.3,-4.8,10.5
O=C(NCC1COc2ccccc2O1)C1C2C=CC3(CN(Cc4cccs4)C(=O)C13)O2 (stereo unspecified),2.9,-0.5,0.3,-1.9,-2.0,4.5,-2.2,9.9,-0.9,0.3
Cc1cccc(-c2csc(N)c2C(=O)OC(C)C)c1,5.7,-1.4,0.0,3.2,2.6,-10.3,-0.2,11.2,2.6,5.3
Cc1cc(C)cc(SCc2noc(C(=O)NCCC(C)C)c2C(=O)NCCC(C)C)c1,7.9,1.2,5.8,0.5,0.0,5.9,1.3,-16.3,-2.2,10.0
COc1cccc(CNC(=O)[C@H]2CCCN2C(=O)[C@H]2CCCN2C(=O)N2CCCCC2)c1,-7.9,0.5,2.9,-1.0,1.9,-18.2,-1.3,.,7.8,6.5
O=C(N/N=C/c1cccc(Oc2ccc([N+](=O)[O-])cc2[N+](=O)[O-])c1)c1cncc(Br)c1,-2.2,0.4,-2.7,0.6,3.5,3.0,-0.1,-0.1,-4.2,10.7
O=C(COc1ccc(Cl)cc1Cl)N(Cc1ccco1)C1CCS(=O)(=O)C1 (stereo unspecified),0.3,-3.2,4.2,4.8,-2.5,3.7,0.6,4.3,4.3,6.7
Cc1ccc(S(=O)(=O)NCC(=O)N/N=C/c2ccc(Cl)cc2)cc1,0.6,2.5,1.6,-3.0,3.4,7.0,-1.9,-12.1,-0.7,3.5
COc1cccc(NC(=O)NC(C)C2CC3CCC2C3)c1 (stereo unspecified),0.2,15.3,2.9,-3.6,0.8,0.2,-0.3,-3.1,7.9,14.2
NC(=O)c1ccccc1N,-1.2,1.1,0.6,0.8,0.7,10.2,0.3,-17.7,0.6,.

More compounds follow.
SMILES,NR1D1 modulator,NPR1 activator,ABHD4 inh,SMARCA2 act,rCAG binder,ASAP1 inh,PG9 binder,HTRA1 inh,NPR2 activator,ARFGAP1 inh
COc1ccc(-c2ccc(/C=C3\C(=O)N(c4ccccc4)N=C3c3ccccc3)o2)c([N+](=O)[O-])c1,2.0,-2.1,-0.1,3.9,5.0,-3.1,-1.8,0.0,-1.1,-17.0
Cc1ccc(NC(=S)NN2CCN(C)CC2)cc1,-2.1,1.3,-15.0,-3.1,-4.6,6.4,0.2,1.4,-1.3,5.9
COc1ccc(C(=O)NC(=S)N2CCC(C)CC2)cc1,1.6,-3.5,0.8,-3.8,-4.0,-18.5,0.5,-3.2,3.2,1.6
COC(=O)C1=C(C)Nc2nnnn2C1c1ccc(Cl)cc1Cl (stereo unspecified),9.6,1.4,-0.3,0.7,1.4,2.5,1.9,-6.4,5.6,-5.5
CCCC(=O)NC(NC(=S)Nc1ccc(N=Nc2ccccc2)cc1)C(Cl)(Cl)Cl (stereo unspecified),8.1,2.2,2.5,-2.1,4.3,-0.6,-1.8,5.1,-5.4,0.5
Cc1cccc(N2CN(Cc3ccco3)CNC2=S)c1C,-5.3,-0.5,2.5,-2.1,-1.4,-16.4,0.9,-1.7,0.6,2.1
COc1ccc(CCNc2c3ccccc3nc3ccccc23)cc1OC,7.5,-2.0,-0.2,7.6,10.0,-3.4,-0.9,-0.7,-4.8,-7.5
O=C(COC(=O)CCc1ccc(S(=O)(=O)N2CCOCC2)cc1)NC1CCCCCC1,-4.9,3.1,2.2,-1.7,-5.6,12.2,-1.4,3.1,1.0,-5.2
COc1ccc(/C=N/NC(=O)c2ccncc2)cc1CN1CCOCC1,3.3,0.6,-4.2,-2.7,-4.6,-6.8,2.4,3.5,-0.5,-0.4
COc1cc(C(=O)O)cc(OC)c1OCc1cc(C(=O)O)oc1C,1.9,-5.5,-1.3,0.3,-0.7,-9.9,1.7,2.6,-12.2,2.5

Compound profiles, from the list above. Values in the order: NR1D1 modulator | NPR1 activator | ABHD4 inh | SMARCA2 act | rCAG binder | ASAP1 inh | PG9 binder | HTRA1 inh | NPR2 activator | ARFGAP1 inh
O=C(COC(=O)CCc1ccc(S(=O)(=O)N2CCOCC2)cc1)NC1CCCCCC1 reads -4.9 | 3.1 | 2.2 | -1.7 | -5.6 | 12.2 | -1.4 | 3.1 | 1.0 | -5.2
COc1cc(C(=O)O)cc(OC)c1OCc1cc(C(=O)O)oc1C reads 1.9 | -5.5 | -1.3 | 0.3 | -0.7 | -9.9 | 1.7 | 2.6 | -12.2 | 2.5
